# Screening data as filed in PubChem.
# Runt-SMMHC FRET: inhibitors of human RUNX1 Runt domain binding to CBFb-SMMHC | Q01196+Q13951 | Cerulean-Runt/Venus-CBFb-SMMHC FRET ratio 530/480, 1 h | inhibition, % at 20 µM | 220,000 compounds, 0.74% hits;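 active = mean inhibition across duplicate retests at 20 µM reaching about 50%, limit read from the data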;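 also: 0% = DMSO wells and 100% = wells with excess untagged CBFb-SMMHC; inhibitors lower the FRET ratio by blocking Runt binding to CBFb-SMMHC; some results filed as inactive read as strong as hits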
# TNF death inh: blocks TNF-alpha induced death of Jurkat FADD-/- cells. 220,000 compounds, 0.068% hits. activation (protection from cell death), % at 10 µM. Jurkat FADD-/- TNF necroptosis rescue, ATP luminescence, 24 h; 0 = TNF only, 100 = no-TNF cells;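 active = activation, meaning protection from cell death, of at least 50% relative to plate controls; inactive = activation below 50%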;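 also: necroptosis triggered by 40 ng/mL TNF-alpha added together with compound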
# PPC-1+TRAIL kill: PPC-1 cancer cell killing with TRAIL present; PPC-1 cells + TRAIL, ATPLite viability luminescence; cell killing (% activity), % at 4 µM; 220,000 compounds, 0.41% hits;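 active = cell killing above 50% in the first pass at 4 µM, then a duplicate retest at 5 µM averaging 50% or more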;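 also: plate controls were cells with TRAIL plus DMSO for no effect and medium-only wells lacking cells for full effect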
# TRPN1 ag: agonists of zebrafish TRPN1 channel; HEK293 zebrafish TRPN1-YFP, Fluo-8 calcium fluorescence; 100% = response to 87 µM carbachol; 220,000 compounds, 0.18% hits; activation, % at 3 µM; AID 1424;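 active = activation above its plate's cutoff, the mean activation of test wells on that plate plus 3 SD, cut at about 19% in these data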;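 also: 0% = DMSO alone and 100% = 87 µM carbachol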
#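 Control set: carbachol 87 µM as high control, DMSO as low control; system: HEK293 stable line with zebrafish TRPN1-YFP; read-out: % activation versus carbachol response; detection: intracellular calcium fluorescence with Fluo-8; doses: single test compound dose, 3 µM nominal, 0.3% DMSO; schedule: dye 1 h 37 °C plus 30 min RT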
# CHOP inh: blocks CHOP induction under ER stress; CHO-K1 CHOP-promoter luciferase, tunicamycin-induced, 15-18 h; AID 2732; inhibition, % at 10 µM; 220,000 compounds, 3.8% hits;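 active = compounds that reduced the stress-induced luciferase reporter signal by more than about 70% of percent inhibition, limit read from the data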;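 also: 0% = tunicamycin plus vehicle and 100% = wells without tunicamycin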
# EBV gp42 block: inhibitors of Epstein-Barr virus glycoprotein 42; Q1HVG2; Fluorescence polarization binding assay, mP read-out; inhibition, % (tested at 21.74 µM); 220,000 compounds, 0.42% hits; AID 1085; in the data active = inhibition above about 50%
# Target sequence (Q1HVG2 whole entry, looked up): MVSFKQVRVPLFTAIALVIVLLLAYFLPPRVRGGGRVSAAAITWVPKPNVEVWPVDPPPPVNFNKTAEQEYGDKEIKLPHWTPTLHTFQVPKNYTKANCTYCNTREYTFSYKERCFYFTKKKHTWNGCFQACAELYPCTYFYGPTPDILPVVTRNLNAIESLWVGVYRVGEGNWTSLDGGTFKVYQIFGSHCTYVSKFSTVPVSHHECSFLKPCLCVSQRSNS
# p47phox inh: blocks human p47phox regulatory protein of NADPH oxidases; P14598; p47phox/p22phox peptide binding, fluorescence polarization, 2 h; inhibition, % at 24.7 µM; 220,000 compounds, 0.53% hits; AID 1274;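 active = inhibition above about 30%, limit read from the data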;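 also: 0% = p47phox with labelled peptide and 100% = labelled peptide alone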
# Target sequence (P14598 whole entry, looked up): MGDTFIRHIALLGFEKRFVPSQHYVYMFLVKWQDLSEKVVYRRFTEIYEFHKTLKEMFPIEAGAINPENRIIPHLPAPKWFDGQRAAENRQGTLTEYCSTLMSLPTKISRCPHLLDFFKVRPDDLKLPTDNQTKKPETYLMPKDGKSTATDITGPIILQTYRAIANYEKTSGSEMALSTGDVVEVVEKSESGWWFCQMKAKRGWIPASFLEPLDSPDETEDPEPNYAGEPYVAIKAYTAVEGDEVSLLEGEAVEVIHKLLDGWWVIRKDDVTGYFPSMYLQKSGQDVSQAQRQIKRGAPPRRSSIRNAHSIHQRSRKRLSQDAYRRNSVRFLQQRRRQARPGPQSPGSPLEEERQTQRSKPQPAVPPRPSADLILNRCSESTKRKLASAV
# MDM2 E3 inh: blocks human Mdm2 ubiquitin ligase activity; Q00987; cell-based MDM2 ubiquitination luciferase reporter, 2 h; 0 = plate control, 100 = twice control, blank-subtracted; signal enhancement, % at 5 µM; 210,000 compounds, 0.11% hits; AID 1230;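 active = signal enhancement of 30% or more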;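 also: luminescence tracks abundance of the self-degrading MDM2-luciferase fusion protein; higher signal means inhibition of MDM2 E3 ligase activity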
# Target sequence (Q00987 whole entry, looked up, the tested form may be a part): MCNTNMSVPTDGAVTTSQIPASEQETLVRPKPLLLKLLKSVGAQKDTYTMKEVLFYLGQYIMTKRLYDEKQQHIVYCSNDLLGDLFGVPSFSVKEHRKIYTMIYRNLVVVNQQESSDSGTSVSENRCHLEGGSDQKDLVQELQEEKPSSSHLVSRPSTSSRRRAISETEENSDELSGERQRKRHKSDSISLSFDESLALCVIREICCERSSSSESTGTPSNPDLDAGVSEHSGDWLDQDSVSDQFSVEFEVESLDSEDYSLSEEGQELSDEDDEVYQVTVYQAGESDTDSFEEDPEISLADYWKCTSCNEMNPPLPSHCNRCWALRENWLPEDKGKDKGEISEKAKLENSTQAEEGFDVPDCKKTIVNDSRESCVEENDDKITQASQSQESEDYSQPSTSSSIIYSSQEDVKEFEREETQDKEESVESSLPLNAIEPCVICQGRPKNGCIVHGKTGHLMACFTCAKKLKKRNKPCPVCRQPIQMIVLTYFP
#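 Assay system: mammalian cells stably expressing self-ubiquitinating, self-degrading MDM2 E3–luciferase fusion. Quantity: 2000 cells in each well. Medium: DMEM culture medium. Compound dosing: single-point 5 µM. Timing: cell settling 4 h, compound treatment 2 h, both 37 °C. Technique: luciferase luminescence. Read-out basis: percent signal gain over controls, blank-subtracted. Benchmarks: plate controls and plate blanks.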
# TRPML3 ag: agonists of human TRPML3 channel. HEK293 TRPML3-YFP, Fluo-8 calcium fluorescence; 100% = the carbachol control signal. activation, % at 3 µM. AID 1448. 220,000 compounds, 0.29% hits. Q8TDD5;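 active = activation above its plate's cutoff, the mean activation of the plate's test wells plus 3 SD, cut at about 12% in these data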;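 also: 0% = DMSO only wells and 100% = carbachol wells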
#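 Material: HEK293 cells stably carrying human TRPML3-YFP; compound dosing: single dose, 3 µM final nominal compound, 0.3% DMSO final; incubation: 1-h 37 °C dye load, 5-s basal, 120-s post-compound reads; technique: Fluo-8 intracellular calcium fluorescence, excitation 470-495 nm, emission 515-575 nm; read-out basis: percent activation from peak-to-basal fluorescence ratio, scaled between DMSO and carbachol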
# * hit, by the source's call; . = not tested or not shown.
SMILES,Runt-SMMHC FRET,TNF death inh,PPC-1+TRAIL kill,TRPN1 ag,CHOP inh,EBV gp42 block,p47phox inh,MDM2 E3 inh,TRPML3 ag
COc1ccc2c(c1)C(c1ccccc1)=NNC(c1ccco1)=N2,-9,-1.2,30,-3.1,3,-3,3,-17,-0.9
COC(=O)c1ccccc1S(=O)(=O)N(CCCN1CCOCC1)Cc1cccs1,2,-0.8,5,0.0,-9,-20,-6,-83,0.2
Cc1ccc(NC(=O)C2CCCN(S(=O)(=O)c3cccs3)C2)cc1 (centres undefined),-3,1.7,13,1.6,4,-6,-18,-1,0.5
CC(C)OC(=O)CCc1nc2ccccc2[nH]c1=O,-2,-1.2,3,-0.9,45,-15,-10,10,1.0
COC(=O)c1cn(NC(=O)Cc2ccc(Cl)c(Cl)c2)c(=O)c2ccccc12,3,-0.1,-18,0.4,6,-14,-8,10,0.5
CN(Cc1cnccn1)Cc1nc(Cc2cccc(F)c2)no1,3,0.4,5,1.1,17,-6,6,-24,0.6
Cc1sc(NC(=O)C2CCCCC2C(=O)O)c(C(N)=O)c1C (centres undefined),1,-1.7,0,1.0,15,-11,-10,4,0.6
COc1ccc(CNc2nc(-c3ccccc3)nn2C(=O)c2ccc([N+](=O)[O-])cc2)cc1,0,3.9,-4,0.0,5,0,-4,8,-0.2
COc1ccc(N2C(=O)C3CCCCC3C2=O)cc1NC(=O)c1ccccc1 (centres undefined),0,1.4,1,-0.1,16,-17,2,-10,0.7
CCOC(=O)CN1C(=O)S/C(=C/c2ccc(N3CCCCC3)o2)C1=O,-6,-0.7,-4,2.0,1,-190,-211,-3,1.3
Cc1ccc(OCC(=O)Nc2ccc(C)c(S(=O)(=O)N3CCCCC3)c2)c([N+](=O)[O-])n1,2,-3.4,-8,0.9,33,2,-6,-11,1.1
COc1cc(CNC2CCCC2)cc(Cl)c1OCc1ccccc1Cl,2,-12,20,0.4,74*,-4,-19,1,0.4
COc1cc(OC)nc(-n2ncc(Br)c(Br)c2=O)n1,2,-12,28,0.2,111*,-5,-8,11,0.0
Cc1sc(NC(=O)c2ccc(Cl)s2)c(C(N)=O)c1C,-6,2.4,20,0.1,33,0,-15,-13,-0.1
NS(=O)(=O)c1ccc(N/N=C2/CCCCC2C2CCCCC2)c([N+](=O)[O-])c1 (centres undefined),-5,1.0,11,-2.8,108*,10,2,11,-0.3
CC(C)(C)NC(=O)COc1ccc(CNn2nnnc2N)cc1,-2,0.8,7,0.1,26,-15,56*,-16,0.5
CCN1CCN(CCCOc2ccccc2-c2ccccc2)CC1,-5,3.4,2,-1.3,-1,2,5,17,-0.2
CCCCNC(=O)CN(C1CCCCC1)S(C)(=O)=O,-1,-0.9,6,0.5,21,-11,3,0,0.1
CC(=O)NC1CC2CCCC(C1)N2CC(=O)NCc1ccc(F)cc1 (centres undefined),-1,1.3,9,0.8,9,-20,1,-2,0.7
Cc1nnc(SCc2nc3scc(-c4ccccc4)c3c(=O)[nH]2)s1,-6,-0.4,4,5.0,22,-20,-11,-4,3.0
CN(C)/C=C(\C#N)c1nc2ccccc2[nH]1,2,-0.8,8,0.8,-1,-5,-5,-1,0.7
CC(C)N1CCC(N2CCN(Cc3cc4c(cc3Cl)OCO4)CC2CCO)CC1 (centres undefined),.,0.1,.,-1.2,-15,-22,-6,-21,0.1
CCn1c(=O)cc(OCC(=O)NCc2ccc(C)o2)c2ccccc21,2,-2.3,4,-0.4,16,-3,6,2,-0.6
CCCc1cc(C(N)=O)c(NC(=O)c2ccoc2C)s1,5,-1.5,20,-0.5,33,-6,-14,-21,0.0
CC(C)NC(=O)C1CCN(C2CCN(CC3CC=CCC3)CC2)CC1 (centres undefined),.,1.6,.,0.7,-14,-6,-14,-8,0.1
CCC1(NC(C)=O)CC2CC1CC2NC(C)=O (centres undefined),-2,-0.7,10,1.9,-9,-13,-10,-31,0.4
COc1ccccc1CC(=O)NC1CCCc2ccccc21 (centres undefined),4,-0.2,-25,-2.4,46,-4,-2,-15,-0.7
Cc1cc(C)n(-c2nc3c(c(=O)[nH]c(=O)n3C)n2CCc2ccccc2)n1,2,-6.2,14,-0.1,26,-19,-10,5,-0.2
COc1ccc(CN2CCC(N3CCC(C(=O)N4CCOCC4)CC3)CC2)c(F)c1,-3,0.7,8,-0.3,36,2,-23,1,-0.2
Cc1cccc(-c2nnn3c2nc(NCCc2ccc(S(N)(=O)=O)cc2)c2ccccc23)c1,79,-1.7,18,1.5,16,-12,-19,-13,1.0
c1ccc2c(-c3nc(-c4ccncc4)no3)cccc2c1,-3,-1.7,16,-1.6,40,4,-12,-17,0.9
COc1ccc(S(=O)(=O)N2CCCCC2)cc1NC(=O)c1cccnc1SC,-2,3.9,4,-2.0,-1,-12,-6,.,-0.6
O=C(NCc1cccs1)c1ccc(Cl)c(S(=O)(=O)N2CCCC2)c1,2,0.8,9,3.3,21,-8,1,-16,1.9
CCc1ccc(Nc2nc(N)nc(CSc3nc4ccccc4s3)n2)cc1,-3,-0.2,15,-0.7,73*,6,-5,-8,0.4
O=C(NCCc1c[nH]c2ccccc12)C(=O)NCC1OCCN1S(=O)(=O)c1ccc(Cl)cc1 (centres undefined),-1,-13,-6,5.0,36,-8,-30,.,1.4
CC(C)(C)CC(C)(C)NC(=O)Nc1cccc([N+](=O)[O-])c1,-1,-0.3,18,2.7,80*,14,-2,-20,4.7
COC(=O)c1c(C(=O)OC)c(C)n(Cc2ccco2)c1C,3,-0.9,9,-1.0,-17,-3,-11,-4,1.1
Cc1ccccc1OCc1nc(-c2ccc(NC(=O)c3ccco3)cc2)no1,-4,-1.4,13,0.7,57,-23,-19,-3,1.4
COc1ccc(Cc2nc(C(=O)NCc3ccccc3OC)cs2)cc1,0,-6.6,11,-1.5,24,-1,31*,-11,-1.4
O=[N+]([O-])c1cccc(Cl)c1NCCNS(=O)(=O)c1ccccc1,3,-3.2,9,-0.8,8,-16,-5,-23,-1.2
CC(C)(C)C(=O)Nc1cc(S(=O)(=O)Nc2ccc(Cl)cc2)ccc1O,0,0.0,23,-0.8,24,-6,.,.,-0.4
CCOc1ccc(N2C(=O)CS/C2=C(\C(Cl)=C(Cl)Cl)[N+](=O)[O-])cc1,-7,-3.9,-15,0.1,-7,-7,-4,-19,0.6
CCO[C@H]1OC(C(=O)NC2CC2)=C[C@@H](c2c[nH]c3ccccc23)[C@@H]1CCCO,-1,4.2,2,.,24,-17,-7,10,.
O=C(N1CCOCC1)n1nnc2ccccc21,2,-1.5,18,0.6,-21,-12,-3,15,0.8
CCn1c(SCc2ccccc2)nnc1-c1cccs1,-2,-2.0,3,0.1,-8,-11,-9,3,0.1
CCOC(=O)Cc1csc(NC(=O)CSc2nnnn2-c2ccc(CC)cc2)n1,2,-6.1,-3,1.9,46,-7,-32,0,1.6
CCN1CCN(C(=O)CCc2nc3ccccc3c(=O)[nH]2)CC1,0,-0.8,-22,2.8,-2,3,-2,37*,1.1
O=C(CNC(=O)c1ccco1)OCC(=O)c1ccc(Cl)cc1,2,0.9,8,1.5,12,8,-1,4,0.1
CC(C)(C)c1ccc(NC(=O)Cn2cnc3cc([N+](=O)[O-])ccc3c2=O)cc1,1,2.2,-10,-0.6,91*,-5,-14,-1,1.4
CCOc1ccc(C(=O)Nc2ccc(N3CCN(S(C)(=O)=O)CC3)cc2)cc1[N+](=O)[O-],-3,1.5,3,-0.3,-20,-31,-4,-17,0.0
CCOC(=O)C(NCc1ccccc1)(NC(=O)c1ccccc1)C(F)(F)F (centres undefined),3,0.6,7,1.9,6,3,-13,.,0.9
CN1C(=O)C(O)(c2sc(N)nc2-c2ccccc2)c2ccccc21 (centres undefined),-3,-0.2,1,-0.7,-11,-1,2,-6,0.5
COC(=O)Cc1c(O)ccn(CCc2c[nH]c3ccc(OC)cc23)c1=O,-3,0.5,15,-0.4,6,-4,3,-14,0.0
S=C(Nc1ccccc1)N1CCN(Cc2ccccc2)CC1,12,1.9,12,0.0,3,-7,15,.,0.5
COc1ccc(/C=C/C(=O)OCC(=O)NCC2CCCO2)cc1 (centres undefined),-1,0.7,-12,-1.7,5,-25,-21,-1,1.1
C#CCNC(=O)c1cc2sccc2n1C,1,-0.1,7,-0.2,13,-2,-6,-5,0.5
COc1ccc(CNS(=O)(=O)c2ccccc2Br)cc1,1,1.5,-9,.,-20,-4,-4,18,.
C[C@H]([C@@H](N)C(=O)N[C@@H](C(=O)O)[C@@H]1O[C@H](n2ccc(=O)[nH]c2=O)[C@@H](O)[C@H]1O)[C@@H](O)c1ccc(O)cn1,1,0.2,20,1.0,14,-1,27,.,0.9
CCc1cccc(NC(=O)c2ccc(Cn3nc(C)cc3C)o2)c1,-2,1.4,5,-2.5,10,11,0,2,-2.0
CN(C)c1cc[n+](CC(=O)N2CCCc3ccccc32)cc1,0,0.3,2,0.6,-5,-8,-9,-5,1.2

# Record cards (already shown):
# CCc1ccc(Nc2nc(N)nc(CSc3nc4ccccc4s3)n2)cc1 is listed as Runt-SMMHC FRET: -3; TNF death inh: -0.2; PPC-1+TRAIL kill: 15; TRPN1 ag: -0.7; CHOP inh: 73*; EBV gp42 block: 6; p47phox inh: -5; MDM2 E3 inh: -8; TRPML3 ag: 0.4
# COc1ccc(CN2CCC(N3CCC(C(=O)N4CCOCC4)CC3)CC2)c(F)c1 is listed as Runt-SMMHC FRET: -3; TNF death inh: 0.7; PPC-1+TRAIL kill: 8; TRPN1 ag: -0.3; CHOP inh: 36; EBV gp42 block: 2; p47phox inh: -23; MDM2 E3 inh: 1; TRPML3 ag: -0.2

# More entries
SMILES,Runt-SMMHC FRET,TNF death inh,PPC-1+TRAIL kill,TRPN1 ag,CHOP inh,EBV gp42 block,p47phox inh,MDM2 E3 inh,TRPML3 ag
S=C(Nc1ccccc1)Nc1ccccc1Br,0,-2.2,-11,0.6,-6,2,-12,-14,-0.2
Cc1cc(C)nc(N2CCC(C(=O)NCc3ccccc3F)CC2)n1,2,3.9,0,0.9,16,-3,0,-1,1.1
Cc1cc2c(cc1C)NC1(C(=O)Nc3ccccc31)C1=C(CC(C)(C)CC1=O)N2 (centres undefined),-3,-1.7,22,2.6,-9,-10,-7,-17,-0.8
CC1CN(S(=O)(=O)c2ccccc2)C(C)CN1S(=O)(=O)c1ccccc1 (centres undefined),1,0.3,-19,-0.2,34,0,-10,-4,0.1
COc1ccc(-c2nnc(SCC(=O)NNC(=O)Cc3ccccc3)n2C)cc1OC,-1,0.0,-11,1.7,6,-4,1,3,0.9
O=C(Nc1ccccc1Oc1ccccc1)c1ccccc1F,-5,0.2,20,-2.7,59,-2,0,-14,-0.9
NC(=Nc1ccc(N)cc1)C(N)=Nc1ccc(N)cc1,3,-6.1,4,1.9,-4,3,5,-15,-0.1
